Screens as filed in PubChem.
CIT2-GFP yeast – modulators of TOR pathway CIT2-GFP in S. cerevisiae; S. cerevisiae CIT2-GFP strain, flow cytometry, 3 h; 100 means same as DMSO wells; GFP response vs DMSO, % at 10 µM; hit rate 0.065% among 320,000;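 active = GFP response relative to DMSO above a set limit, near the screen mean plus 3 SD, cut at about 150% in these data; inconclusive = Fewer than 70 cells measured for a yeast strain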;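 also: ratio of well median GFP fluorescence to mean of DMSO wells on the plate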
GLD-1 RNA inh – GLD-1-TGE RNA interaction inhibition (C. elegans); hit rate 0.44% among 320,000; AID 2280; purified GLD-1 + fluorescein TGE RNA, fluorescence polarization; inhibition, % at 5.96 µM; Q17339;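 active = percent inhibition above a per-plate cutoff, the plate mean of test compounds plus 3 SD, cut at about 30% in these data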;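 also: 0% = DMSO wells with GLD-1 and probe and 100% = wells lacking GLD-1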
Target sequence (Q17339 whole entry, looked up): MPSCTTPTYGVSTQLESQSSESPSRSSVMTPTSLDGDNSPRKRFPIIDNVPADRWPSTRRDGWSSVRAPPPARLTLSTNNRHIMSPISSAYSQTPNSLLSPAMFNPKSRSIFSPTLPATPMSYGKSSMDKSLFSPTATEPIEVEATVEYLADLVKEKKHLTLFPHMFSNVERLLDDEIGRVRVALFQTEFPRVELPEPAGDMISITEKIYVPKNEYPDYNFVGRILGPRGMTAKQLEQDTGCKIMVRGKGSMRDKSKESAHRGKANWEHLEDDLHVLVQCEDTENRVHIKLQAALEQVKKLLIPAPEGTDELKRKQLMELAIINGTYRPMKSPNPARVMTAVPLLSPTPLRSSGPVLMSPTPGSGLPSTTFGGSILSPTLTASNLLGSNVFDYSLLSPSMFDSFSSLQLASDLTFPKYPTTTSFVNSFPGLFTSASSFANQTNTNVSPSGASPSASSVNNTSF
AGP1 TOR yeast – modulators of TOR pathway AGP1-GFP in S. cerevisiae. S. cerevisiae AGP1-GFP multiplex flow cytometry, 3 h; GFP as percent of DMSO wells. AID 2066. GFP response vs DMSO, % at 10 µM. hit rate 0.02% among 320,000;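 active = GFP response relative to DMSO above a set limit, near screen average plus 3 SD, cut at about 150% in these data; inconclusive = fewer than 70 cells counted for the yeast strain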;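 also: median GFP channel fluorescence of the gated AGP1 strain per well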
VLA-4 inh – inhibition in a human VLA-4 binding assay; P13612; VLA-4 expressing cells, ligand binding flow cytometry; inhibition, % (about 7 µM as worked out from the volumes in the protocol); hit rate 0.2% among 330,000; AID 2557; in the data active = inhibition above about 50%
MCL1 BIM primary – disrupts human MCL1 binding to BIM-BH3 peptide | Q07820 | GST-MCL1 / FITC-Bim-BH3 fluorescence polarization | inhibition, % at 10.9 µM | hit rate 0.68% among 320,000;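 active = inhibition above the mean inhibition of all tested compounds plus 3 SD, set per campaign, cut at about 40% in these data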;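 also: 0% = DMSO wells and 100% = unlabeled Bim-BH3 peptide control; higher means more loss of mP so more displacement of Bim peptide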
Target sequence (Q07820 whole entry, looked up): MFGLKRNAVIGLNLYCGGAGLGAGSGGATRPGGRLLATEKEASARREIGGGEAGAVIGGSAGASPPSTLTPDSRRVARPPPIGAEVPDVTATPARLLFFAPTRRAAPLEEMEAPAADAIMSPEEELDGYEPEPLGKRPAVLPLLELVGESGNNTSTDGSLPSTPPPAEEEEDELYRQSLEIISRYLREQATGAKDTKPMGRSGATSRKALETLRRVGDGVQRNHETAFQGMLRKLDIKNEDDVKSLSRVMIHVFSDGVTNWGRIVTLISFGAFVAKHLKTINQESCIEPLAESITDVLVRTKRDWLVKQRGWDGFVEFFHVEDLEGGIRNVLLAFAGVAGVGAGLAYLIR
BCLXL inh – blocks human Bcl-xL binding to Bim BH3 peptide | Q07817 | GST-Bcl-xL / FITC-Bim BH3 peptide fluorescence polarization | inhibition, % at 10.9 µM | hit rate 0.7% among 320,000 | AID 2129;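 active = inhibition above the mean of all tested compounds plus 3 SD, cutoff set per campaign, cut at about 30% in these data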;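 also: 0% = DMSO wells and 100% = unlabeled Bim-BH3 peptide competitor; inhibitors lower millipolarization by displacing the labeled peptide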
Target sequence (Q07817 whole entry, looked up): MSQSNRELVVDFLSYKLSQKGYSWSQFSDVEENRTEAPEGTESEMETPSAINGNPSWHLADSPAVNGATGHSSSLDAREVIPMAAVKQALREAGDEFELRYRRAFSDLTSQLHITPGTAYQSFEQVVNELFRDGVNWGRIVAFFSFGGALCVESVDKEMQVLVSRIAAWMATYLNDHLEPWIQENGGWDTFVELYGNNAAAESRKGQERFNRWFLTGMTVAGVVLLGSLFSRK
Fam108B inh – Fam108B inhibition, counter-screen for RBBP9 inhibitors; recombinant Fam108B, FP-Rh probe fluorescence polarization; inhibition, % at 9.51 µM; hit rate 0.33% among 300,000;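 active = inhibition above the screen mean inhibition plus 3 SD, computed separately per campaign, cut at about 18% in these data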;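 also: inhibitors lower polarization as less probe binds the enzyme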
MEX-5 binding – C. elegans MEX-5 TCR-2 RNA binding activity; Q9XUB2; MEX-5/FITC-TCR2 RNA binding, fluorescence polarization; active compounds read low; activity score (negative = inhibition of binding), % at 10 µM; hit rate 0.38% among 300,000; AID 1832;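 active = inhibition past about -25% in most replicates, and total fluorescence under double the plate's negative control median, limit read from the data; inconclusive = replicates evenly split on the limit, or fluorescence at least double controls; inactive = too little inhibition in most replicates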;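 also: 0% = DMSO and -100% = 5 µM competing unlabeled TCR2 RNA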
GRK2 inh – human GRK2 inhibition via aptamer displacement; P25098; bead flow cytometry, FAM-aptamer displacement from GRK2; inhibition of aptamer binding, % at 10 µM; hit rate 0.59% among 330,000; AID 488847;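 active = inhibition of aptamer binding above 40%, roughly 3 SD of noise, on plates passing a quality check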;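 also: median bead fluorescence of bound FAM aptamer so fluorescent compounds give negative values; no value below 0 was filed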
* = called active by the depositor; i = inactive; ? = inconclusive; nt = not tested or not shown; [ ] = dose if it differs, or a comment.

SMILES | CIT2-GFP yeast | GLD-1 RNA inh | AGP1 TOR yeast | VLA-4 inh | MCL1 BIM primary | BCLXL inh | Fam108B inh | MEX-5 binding | GRK2 inh
OCC1(CO)COC(c2ccccc2)=N1 | 92 | -5 | 94 | 3 | 4 | 4 | 2 | 1.4 | 0
CCCNc1nc2c(c(=O)[nH]c(=O)n2C)n1CCCc1ccccc1 | 97 | 3 | 96 | 8 | 0 | 0 | -1 | -0.1 | 4
CC1=CC(c2ccccc2)n2ncnc2N1 (centres undefined) | 72 | -3 | 78 | -10 | 0 | 5 | 3 | -1.3 | 2
COc1ccc(NC2CCCN(C(=O)c3oc(C)cc3C)C2)cc1OC (centres undefined) | 96 | 4 | 97 | -1 | 12 | 11 | 0 | -3.7 | 1
COCCCN1C(=O)C(=O)/C(=C(/O)c2ccc3c(c2)OCCO3)C1c1ccc(C(=O)OC)cc1 (centres undefined) | 110 | 9 | 112 | 2 | -5 | 1 | 0 | -0.3 | 1
COc1cc(CC(=O)OCC(=O)N(C)C2CCCCC2)cc(OC)c1OC | 84 | 1 | 87 | 6 | nt | nt | nt | nt | 0
COc1cc(CNC(C)(C)CO)cc(Br)c1OCc1ccc(Cl)cc1 | 108 | 8 | 104 | 17 | 6 | 0 | 0 | 1.3 | 0
CC1CN(CCOc2ccc([N+](=O)[O-])cc2)CC(C)O1 (centres undefined) | 102 | 4 | 104 | 4 | -10 | 2 | 2 | 0.8 | 0
C=CCN1C(=O)C(CC(=O)Nc2ccc(OC)cc2)SC1=Nc1ccc(S(N)(=O)=O)cc1 (centres undefined) | 95 | 8 | 103 | 5 | 4 | 4 | 0 | -0.5 | 1
CCN(CC)S(=O)(=O)c1cccc(NC(=O)COc2ncnc3sccc23)c1 | 90 | -5 | 99 | -3 | 8 | -1 | -3 | -4.5 | 0
COc1ccc(OC)c(NC(=O)c2ccccc2OC(C)=O)c1 | 91 | 0 | 80 | -6 | 2 | 3 | 2 | 0.0 | 1
O=C(NCCc1ccc(C(F)(F)F)cc1)C1CCC(=O)N(CCc2cccc(F)c2)C1 (centres undefined) | 97 | -1 | 97 | 14 | -11 | -3 | 1 | -1.6 | 0
O=C(NCc1ccccc1)C1=C[C@H](c2ccc3c(c2)OCO3)C[C@H](OCCCCO)O1 | 112 | 4 | 91 | -2 | 4 | 0 | 3 | 3.5 | 0
O=C(NC1CCCc2ccccc21)C1CCCO1 (centres undefined) | 97 | 2 | 102 | nt | 0 | 1 | -4 | -1.3 | 2
CN1CC=C2C(C#N)=C(N)C(C#N)(C#N)C(c3cccc(Cl)c3Cl)C2C1 (centres undefined) | 100 | 68* | 102 | -27 | 88* | 83* | -1 | -29* | 3

Three entries picked at random from those above, as already listed:
SMILES | CIT2-GFP yeast | GLD-1 RNA inh | AGP1 TOR yeast | VLA-4 inh | MCL1 BIM primary | BCLXL inh | Fam108B inh | MEX-5 binding | GRK2 inh
COc1ccc(NC2CCCN(C(=O)c3oc(C)cc3C)C2)cc1OC (centres undefined) | 96 | 4 | 97 | -1 | 12 | 11 | 0 | -3.7 | 1
CCN(CC)S(=O)(=O)c1cccc(NC(=O)COc2ncnc3sccc23)c1 | 90 | -5 | 99 | -3 | 8 | -1 | -3 | -4.5 | 0
O=C(NCc1ccccc1)C1=C[C@H](c2ccc3c(c2)OCO3)C[C@H](OCCCCO)O1 | 112 | 4 | 91 | -2 | 4 | 0 | 3 | 3.5 | 0

Next part.
SMILES | CIT2-GFP yeast | GLD-1 RNA inh | AGP1 TOR yeast | VLA-4 inh | MCL1 BIM primary | BCLXL inh | Fam108B inh | MEX-5 binding | GRK2 inh
O=C1CCCN1CCCNCC(O)c1ccccc1 (centres undefined) | 107 | -3 | 101 | 6 | -7 | 2 | 3 | -2.9 | 0
CCOC(=O)Cn1nc(-c2ccccc2)c(-c2ccccc2)nc1=O | 88 | -3 | 94 | 2 | 0 | 2 | -1 | 3.7 | 1
Cc1ccc(OCc2nn3c(-c4ccco4)nnc3s2)cc1 | 90 | 7 | 88 | 2 | 4 | 4 | 5 | -2.5 | 3
O=C(COC(=O)CCS(=O)(=O)c1ccc(Cl)cc1)NCCc1ccccc1 | 104 | 1 | 103 | 18 | 8 | 5 | -1 | 0.7 | 3
CCCCNC(=O)C1(NC(=O)Nc2ccccc2)CCCCC1 | 101 | -7 | 100 | 12 | -4 | -2 | 3 | 1.7 | 0
Cn1cccc1C(=S)N=P(C1CCCCC1)(N1CCOCC1)N1CCOCC1 | nt | -2 | 90 | 13 | 10 | 8 | 4 | -0.4 | 0
Cc1cc2cc(CCNC(=O)CCCc3ccccc3)c(=O)[nH]c2cc1C | 102 | 3 | 109 | -4 | 4 | 2 | -2 | -2.2 | 0
COc1cc(C(=O)Nc2ccc(NC(=O)c3ccco3)nc2)cc(OC)c1OC | 94 | 4 | 109 | 3 | 2 | 1 | 1 | 1.2 | 4
COc1ccc(N2CC(NS(=O)(=O)c3cccs3)CC2=O)cc1OC (centres undefined) | 87 | -5 | 106 | -2 | 3 | 2 | 0 | 0.6 | 0
Oc1ccc(Oc2ccc3c(C(F)(F)F)cc(C(F)(F)F)nc3n2)cc1 | 100 | 11 | 98 | 32 | -1 | 0 | -4 | nt | 4
CCC(C)NC(=O)C1CCN(C(=O)COc2ccc3c4c(c(=O)oc3c2C)CCCC4)CC1 (centres undefined) | 95 | 3 | 97 | 1 | -4 | 3 | 6 | 0.0 | 0
COc1ccc(C(=O)NCCS(=O)(=O)N2CCC3(CC2)OCCO3)cc1 | 98 | 3 | 109 | -2 | -4 | -4 | -1 | 0.0 | 0
Cc1sc2nc(CSc3nc4ccccc4s3)[nH]c(=O)c2c1C | 99 | -30 | 101 | -17 | -23 | -11 | -10 | -3.8 | 0
COc1ccccc1NC(=O)CSc1ncc(CO)n1Cc1ccc(F)cc1 | 106 | -7 | 110 | 8 | 0 | -3 | -1 | -1.5 | 2
CCC(O)CNC(=O)NC(=C(Cl)Cl)c1ccc(C)c(F)c1 (centres undefined) | 105 | 5 | 100 | 11 | 2 | 3 | -3 | 1.9 | 6
CC1CCCN(C(=O)C(C)Sc2nc(-c3ccccc3)cc(C(F)(F)F)n2)C1 (centres undefined) | 91 | 4 | 94 | 17 | -2 | 2 | 0 | 1.2 | 5
CCc1ccc(NC(=O)COc2ccc(Br)cn2)cc1 | 102 | 2 | 100 | 25 | 1 | -5 | -1 | 0.1 | 2
COCCNC(=S)N/N=C(\C)c1ccc(Cl)s1 | 93 | 2 | 92 | 14 | 7 | 5 | -2 | -4.4 | 4
C[C@@]12C(=O)Nc3cc(F)ccc3C(=O)N1[C@H]1c3ccccc3OC[C@@H]1[C@@H]2c1ccccc1 | 98 | 7 | 87 | -4 | 4 | 4 | -18 | nt | 0
Cc1ccccc1Oc1ccc(S(=O)(=O)NCCC(=O)O)cc1 | 92 | 4 | 99 | -11 | 2 | 9 | 0 | 0.1 | 2
CCc1ccc2c(c1)c1nnc(NN)nc1n2CC | 84 | 2 | 98 | i | 6 | 6 | -2 | -1.2 | 0
O=C(NCCN1CCCC1=O)Nc1ccccc1 | 96 | -4 | 98 | -7 | 8 | 5 | -2 | -0.7 | 2
Cc1ccccc1NC(=O)CSc1nnc(NC(=O)c2ccco2)s1 | 84 | 4 | 87 | 6 | 7 | 5 | 3 | -1.8 | 4
C/C(CC(=O)Nc1ccc([N+](=O)[O-])cc1)=N\NC(=O)c1ccccc1[N+](=O)[O-] | 107 | 0 | 101 | 8 | 18 | 1 | -1 | -0.2 | 9
COC(=O)c1c(N)sc(C(C)=O)c1C | 100 | 0 | 98 | -22 | 3 | 1 | -1 | 1.5 | 0
CCc1cccc(CC)c1-n1c(SCC(=O)c2c(N)n(C)c(=O)n(C)c2=O)nnc1-c1cccnc1 | 93 | 4 | 93 | 11 | -4 | 0 | 4 | 0.7 | 0
COC(=O)c1ccc(NS(=O)(=O)NC(=O)c2c[nH]c3ccccc23)cc1 | 109 | -3 | 111 | 5 | 6 | 8 | 5 | 0.0 | 1
C=CCNc1ncnc2ccc(Br)cc12 | nt | 3 | 96 | 3 | 1 | 5 | 4 | -0.6 | 0
O=C(Cc1c[nH]c2ccccc12)NCc1ccc(Cl)cc1 | 98 | 8 | 99 | 14 | 1 | 5 | -1 | 0.4 | 0
CC(C)CNC(=O)C(=O)NCC1OCCCN1S(=O)(=O)c1ccc2c(c1)OCCO2 (centres undefined) | 99 | 0 | 97 | 7 | 2 | 4 | -2 | -1.1 | 1
NC(=O)c1c(NC(=O)C2COc3ccccc3O2)sc2c1CCN(Cc1ccccc1)C2 (centres undefined) | 95 | -64 | 105 | 16 | -73 | -44 | 0 | -62* | 1
O=C(/C=C/c1ccc([N+](=O)[O-])cc1)NCc1ccc2c(c1)OCO2 | 86 | -3 | 102 | -4 | -3 | 5 | 3 | -1.3 | 0
Cc1ccsc1C(=O)NCCc1ccc(S(N)(=O)=O)cc1 | 99 | 6 | 93 | 3 | -19 | -7 | -3 | -1.5 | 6
NS(=O)(=O)c1ccc(CCNC(=O)CSc2cccs2)cc1 | 114 | 10 | 101 | -4 | 0 | 3 | -4 | -1.2 | 0
COc1ccc(C(=O)NN(C)c2nc(-c3ccccc3)cc(C)c2S(C)(=O)=O)cc1 | ? | 10 | 34[may fluoresce violet] | -3 | 4 | 3 | -3 | 0.8 | 8
Cc1ccccc1-c1n[nH]c(=S)n1/N=C/c1c(C)nn(-c2ccccc2)c1C | 94 | 1 | 93 | 1 | -16 | -20 | -2 | 0.0 | 2
CC1Nc2ncnc(N3CCN(c4ccccn4)CC3)c2N(Cc2ccccc2)C1=O (centres undefined) | 80 | -2 | 85 | -8 | 5 | 0 | 7 | 4.3 | 0
CC(Sc1nnc(C(C)N(C)C)n1-c1ccc(Cl)cc1)C(=O)Nc1ccc2c(c1)OCO2 (centres undefined) | 101 | 2 | 97 | -1 | -3 | 6 | 1 | -0.5 | 4
S=c1[nH]nc(-c2ccc3ncccc3c2)n1-c1ccc2c(c1)OCCO2 | 102 | 3 | 107 | -11 | -21 | -19 | -2 | 0.4 | 0
COc1ccc(CN2C(=O)CN=C2Nc2ccc(C)cc2C)cc1 | 103 | 2 | 94 | 19 | 2 | 3 | -2 | -1.5 | 0
C[C@H](O)c1[nH]c2cc(F)ccc2c1[C@H](C)O | 86 | 0 | 93 | -27 | 17 | 9 | 1 | -3.4 | 1
Cc1ccc(S(=O)(=O)CCc2nc3ccccc3s2)cc1 | 85 | 2 | 100 | 29 | -8 | 2 | 4 | -1.2 | 2
CCOC(=O)Nc1nnc(-c2cccc(OC)c2)s1 | 75 | 1 | 85 | -18 | 6 | 7 | -1 | 1.6 | 0
CCn1nc(NC(=O)c2cccs2)c2cc3ccccc3nc21 | 87 | 3 | 93 | -1 | 2 | -2 | -2 | -2.8 | 3
COc1ccc(C(C)=O)cc1COC(=O)Cn1cnc2ccccc2c1=O | nt | -2 | 108 | 5 | -6 | -2 | -3 | 0.1 | 0
O=C(O)c1cc(S(=O)(=O)Nc2ccc3cn[nH]c3c2)ccc1Cl | 106 | 3 | 108 | 0 | nt | nt | nt | nt | 0
Cn1c(CNC(=O)c2ccccc2F)nnc1SCCOc1ccccc1 | 99 | -3 | 99 | -6 | -15 | -25 | 9 | -0.4 | 0
COc1ccc(-n2nc(N)c3c(=O)oc(N(C)C)nc32)cc1 | 116 | 3 | 95 | -3 | 2 | -5 | 4 | 1.1 | 0
